Compound activity deposited in PubChem BioAssay by several laboratories.
HTR2A ag = mouse Htr2a agonists via beta-arrestin recruitment, primary screen, cell-based, luminescence; 5-hydroxytryptamine receptor 2A (Mus musculus), P35363; 0.66% of 360,000 active; CHO-K1 mHTR2A beta-arrestin complementation; percent of 30 µM serotonin response; AID 624169, 2012; activation, % at 7.6 µM;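 active = activation above a run cutoff, the mean activation of all tested compounds plus 3 SD, cut at about 14% in these data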;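 also: 0% = plate median of compound wells and 100% = 30 µM serotonin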
Peg3 promoter = Peg3 promoter-driven luciferase inhibitors, primary screen, cell-based, HeLa, luciferase luminescence; HeLa PEG-Prom luciferase reporter, overnight; inhibition, % at 20 µM; 1.7% of 360,000 active; AID 588405, 2011;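 active = inhibition of at least 50% at 20 µM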
HIF-2a inh = HIF-2a reporter inhibitors, primary screen, luminescence, 786-0 RCC cells; AID 624352, 2012; inhibition, % at 18.8 µM; 0.72% of 360,000 active; 786-0 RCC cells HIF-2a reporter, luciferase luminescence, overnight;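 active = inhibition of the luminescence signal of 40% or more relative to plate controls, in a single-dose primary screen at 18.75 µM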
Cardio protect = cardioprotection against H2O2-induced cell death, primary screen, uHTS, H9c2 cells, ATPLite luminescence; H9c2 cardiomyocytes, H2O2 injury protection, 2 h; protection from H2O2 cell death, % at 20 µM; 0.63% of 360,000 active;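 active = compounds giving at least 50% protection of heart cells from peroxide-induced death in the single-dose screen, raw or plate-pattern-corrected value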;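 also: 0% = DMSO wells with peroxide and 100% = DMSO wells without peroxide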
NR2E3 ag-1 = inhibitors of NR2E3-RetCOR corepressor binding, primary screen, NR2E3 agonist project, biochemical, TR-FRET, GST-NR2E3, biotin-RetCOR. AID 2300, 2010. 0.12% of 320,000 active. inhibition of corepressor binding, % at 4.78 µM. 1536-well. Photoreceptor-specific nuclear receptor (Homo sapiens), Q9Y5X4;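 active = percent inhibition above the cutoff of mean plus 3 SD of all tested compounds, set per screening campaign, cut at about 20% in these data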;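 also: 0% = DMSO wells and 100% = biotin wells as full block of FRET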
Target sequence (Q9Y5X4 whole entry, looked up): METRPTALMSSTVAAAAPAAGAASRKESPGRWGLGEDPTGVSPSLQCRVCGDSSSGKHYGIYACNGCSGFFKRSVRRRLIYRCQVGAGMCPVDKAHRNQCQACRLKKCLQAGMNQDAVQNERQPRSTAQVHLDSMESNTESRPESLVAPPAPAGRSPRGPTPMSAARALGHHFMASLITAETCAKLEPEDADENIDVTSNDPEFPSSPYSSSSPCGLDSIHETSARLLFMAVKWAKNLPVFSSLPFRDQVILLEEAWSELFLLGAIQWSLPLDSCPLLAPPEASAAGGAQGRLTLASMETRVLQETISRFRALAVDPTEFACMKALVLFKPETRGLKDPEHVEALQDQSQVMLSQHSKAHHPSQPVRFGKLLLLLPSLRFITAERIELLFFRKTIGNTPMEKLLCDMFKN
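System: GST-NR2E3 and biotin-RetCOR proteins; probe or stimulus: 7 nM biotin-RetCOR; doses: compound at 4.8 µM, single dose; schedule: Compound–protein incubation for 5 h at 4 °C; detection: time-resolved FRET; read-out: percent inhibition; controls: biotin wells as high control, 0.6% DMSO wells as low control; format: 1536-well plates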
TRPM1 prom inh = inhibitors of MITF-dependent TRPM1 promoter reporter, primary screen, cell-based, SK-MEL-5, single point, luciferase; inhibition, % at 12.5 µM; 0.83% of 330,000 active; SK-MEL-5 TRPM1 promoter luciferase, 24 h; AID 488899, 2010;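 active = mean inhibition across replicates of 60% or more, whatever share of single replicates reaches that level; inconclusive = some that reach 60%, reason not given; inactive = mean inhibition across replicates below 60%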; also: values of inactives mirror those of a sister screen read the other way
Shn3 3UTR inh = reduction of Shn3 3'UTR firefly luciferase signal, primary screen, Schnurri-3 inhibitor project, cell-based, Clone20 osteoblasts, set 2. AID 588674, 2011. inhibition, % at 12.5 µM. 0.52% of 360,000 active. Clone20 osteoblast Shn3 3'UTR firefly luciferase, 24 h;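 active = mean inhibition of at least 75% with every replicate also reaching 75%; inconclusive = mean inhibition at least 75% but some replicate below; inactive = mean inhibition below 75%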;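 also: 0% = median of neutral control wells and 100% = pilot-screen positive control compound; some compounds past the cut are filed as inactive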
CaV13 FRET inh = Primary screen for inhibitors of IQ motif and Ca2+-dependent inactivation inhibitor domain binding in CACNA1D, Förster resonance energy transfer in living cells, … | HEK cells, CFP/YFP FRET ICDI-IQ, plate reader, 10 min; percent FRET-ratio fall versus neutral wells | 0.098% of 340,000 active | inhibition, % at 12.3 µM;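 active = mean replicate inhibition of at least 30% and at least 1% of replicates passing that level; inconclusive = only one of the two criteria is met; inactive = neither criterion is met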;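 also: 0% = median of the neutral control wells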
hiPSC survival = enhancers of single-cell hiPSC survival, primary screen, ATPlite luminescence; 100% = ROCK inhibitor wells, 0% = DMSO; survival enhancement, % at 20 µM; 0.044% of 360,000 active; in the data active = survival enhancement above about 18%;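 also: cells exposed to compounds for 16 hours before the ATP read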
NR2E3 ag-2 = NR2E3 agonists in two-hybrid cells, primary screen, cell-based, luminescence, CHO-S, Gal4-NCOR/VP16-NR2E3. Photoreceptor-specific nuclear receptor (Homo sapiens), Q9Y5X4. luciferase. inhibition of corepressor binding, % at 3.98 µM. 0.35% of 360,000 active. AID 602229, 2012;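 active = inhibition above the mean of all tested compounds plus 3 SD, cut at about 70% in these data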;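 also: 0% = DMSO with NR2E3 transfected cells and 100% = cells lacking NR2E3 construct; higher means lower luciferase signal from less NR2E3 corepressor binding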
PDI turbidity = inhibitors of human PDI, primary screen, biochemical, turbidity, single point, plate reader; PDI insulin aggregation turbidity, A650, 90 min; inhibition, % at 10 µM; 0.052% of 350,000 active; AID 588391, 2011;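 active = mean inhibition across replicates of 30% or more, whatever share of single replicates reach that level; inconclusive = mean inhibition below 30% while every single replicate reaches 30%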;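 also: absorbance from insulin aggregation driven by PDI reduction with DTT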
Target sequence (P07237 whole entry, looked up): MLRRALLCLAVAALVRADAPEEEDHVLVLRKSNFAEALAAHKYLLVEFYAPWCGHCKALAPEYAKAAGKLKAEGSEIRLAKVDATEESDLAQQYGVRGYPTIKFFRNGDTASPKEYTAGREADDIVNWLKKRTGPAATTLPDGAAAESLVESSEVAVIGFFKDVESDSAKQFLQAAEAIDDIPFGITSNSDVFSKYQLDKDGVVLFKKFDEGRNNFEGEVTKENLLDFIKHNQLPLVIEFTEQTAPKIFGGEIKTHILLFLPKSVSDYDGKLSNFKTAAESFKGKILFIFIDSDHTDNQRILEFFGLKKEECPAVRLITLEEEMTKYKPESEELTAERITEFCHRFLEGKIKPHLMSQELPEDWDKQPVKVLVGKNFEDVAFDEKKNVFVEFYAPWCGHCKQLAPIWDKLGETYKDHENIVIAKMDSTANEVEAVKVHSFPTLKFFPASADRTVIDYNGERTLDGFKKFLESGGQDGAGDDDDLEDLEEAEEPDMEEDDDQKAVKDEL
* marks the source's active call; other numbers are inactive results; ? = inconclusive; . = not tested or not shown.

smiles	HTR2A ag	Peg3 promoter	HIF-2a inh	Cardio protect	NR2E3 ag-1	TRPM1 prom inh	Shn3 3UTR inh	CaV13 FRET inh	hiPSC survival	NR2E3 ag-2	PDI turbidity
CC1(C(=O)NS(=O)(=O)c2ccc(F)cc2F)CCN1C(=O)C/C=C/c1ccccc1 (stereo unspecified)	9	13	-9	11	.	.	-10	-5	-1.2	-6	-4
COc1cc(OC)c(NC(=O)c2ccc(Br)o2)cc1Cl	2	3	-1	13	-1	8	19	.	0.9	-25	16
COc1c(OC)c(O)c2c(=O)c(O)c(-c3ccccc3)oc2c1OC	-4	46	-31	0	2	-1	9	.	-0.6	-20	.
CC1(C)N=C(N)N=C(N)N1c1ccc(OCC(=O)N2CCOCC2)cc1	3	-1	11	4	.	.	-14	-5	4.2	13	5
O=C1c2cccnc2C(=O)N1Cc1ccc(F)cc1	-9	7	10	-9	1	-1	-20	-11	-2.7	18	-1
COc1cccc(C(C#N)N2N=C(C)CC2(C)C)c1O (stereo unspecified)	9	22	-1	20	4	-2	10	.	2.2	-2	-3
CCCCc1cc(=O)oc2c(C)c(OCC(=O)N3CCC(C(=O)O)(c4ccccc4)CC3)ccc12	-1	5	10	0	2	11	3	.	-1.7	-18	.
CCCN1CCC(Oc2cccc(C(=O)NCCc3ccccc3)c2)CC1	-10	-29	-14	-2	-2	-40	-49	-6	1.3	-53	6
COc1cc(SC)ccc1C(=O)N(Cc1ccccc1)c1ccccn1	1	7	9	-2	2	.	4	-4	-0.4	-1	13
COc1ccc(-c2sc3ccc(N4CCOCC4)cc3c2C#CCCO)cc1	-4	48	3	-1	.	-6	-11	-5	1.8	-2	-3
O=C(N/N=C/c1ccccc1O)NC12CC3CC(CC(C3)C1)C2	4	-234	-73	-12	0	-131	-32	-10	0.2	-83	?
COc1ccccc1C(=O)Nc1nnc([C@@H]2C[C@H](O)[C@@H](CO)O2)s1	10	-10	5	15	.	.	-1	-6	-0.4	7	-9
COC(=O)c1sccc1NC(=O)CC1C(=O)NCCN1C(=O)Nc1ccccc1 (stereo unspecified)	-1	15	14	3	-2	-3	11	-1	-0.6	9	2
Cc1nnc2sc(-c3ccc(-c4ccc(Cl)c(C(F)(F)F)c4)o3)nn12	0	4	11	12	1	-11	21	.	11	-25	5
Nc1nc(SCCO)[nH]c(=O)c1NC(=O)c1ccc(Br)o1	-1	-1	4	6	1	0	1	-3	-0.3	5	1
O=C(COC(=O)CNC(=O)c1ccc(F)cc1)Nc1cccc(S(=O)(=O)N2CCCC2)c1	-4	24	16	-9	0	14	-21	-5	0.7	-5	3
CC(C)(C)c1ccc(S(=O)(=O)N2CCN(CC(O)COCC3CCCO3)CC2)cc1 (stereo unspecified)	3	6	11	-5	-2	-7	-4	-3	-1.6	-21	-2
O=C(OCC#CCSc1nnc(-c2ccccc2)o1)c1cccs1	-1	-39	-53	-14	2	-9	-12	-6	3.4	6	1
Cc1ccc[n+](C(C)C(=O)c2ccc(Cl)cc2)c1 (stereo unspecified)	2	2	8	2	-1	-3	21	-20	0.1	-7	-2
CC(Nc1nc(=S)nc(Nc2ccc(F)cc2)[nH]1)c1ccccc1 (stereo unspecified)	2	23	21	10	-2	4	7	-9	-0.6	-19	-13
O=C(Cn1cc([N+](=O)[O-])cn1)NCC1CCCO1 (stereo unspecified)	0	-3	11	2	3	5	17	-5	-1.8	-9	5
CCc1nn(C(CC)C(=O)NCCCc2ccccc2)c(=O)c2cc3occc3n12 (stereo unspecified)	7	29	15	-6	0	4	-1	-5	-0.6	-7	-5
COc1ccc(-n2nc(C(=O)NCC(=O)NC3CCCC(C)C3C)c3ccccc3c2=O)cc1 (stereo unspecified)	-1	14	13	9	4	8	27	-7	0.0	-14	1
Cc1ccc2nc(SCC(=O)NCc3ccco3)nc(=O)n2c1	-3	13	7	0	1	-7	-7	-16	0.3	-9	6
O=C(NCc1cccs1)C(=O)c1cn(CC(=O)N2CCOCC2)c2ccccc12	-2	-2	-16	-1	0	-8	-12	-2	0.0	-8	-7
Cc1nn2c(NCCN(C)C)c3c(nc2c1-c1ccccc1)CCCC3	-4	11	-5	2	0	-30	0	-15	-0.3	21	10
CC(C)(CNC(=O)c1ccc([N+](=O)[O-])c(Cl)c1)CNC(=O)c1ccc([N+](=O)[O-])c(Cl)c1	-1	-51	-47	-32	2	1	7	-2	6.0	-25	-5
Cc1cc(C)n2nc(SCc3ncc(-c4ccccc4)o3)nc2n1	4	0	2	6	-3	-25	9	-5	2.7	13	-1
O=C(NNC(=S)NC(=O)c1ccc(Br)cc1)c1cccc([N+](=O)[O-])c1	3	12	-2	33	-2	-3	17	-7	0.3	-31	-4
Cc1ccc(C(=O)COC(=O)c2n[nH]c(=O)c3ccccc23)cc1	-3	-2	12	26	5	-1	-14	0	1.1	-26	13
CCC(C)(C)NC(=O)C(c1ccncc1)N(C(=O)c1sc(C)nc1C)c1ccc(F)cc1 (stereo unspecified)	-5	1	14	4	2	-1	3	-5	2.2	22	0
NC(=O)CSc1nc2ccccc2nc1SCC(N)=O	2	14	-4	-5	2	17	-21	-3	-0.6	-8	4

Exported with two lines to a compound: eight of the compounds above.
Value order – HTR2A ag | Peg3 promoter | HIF-2a inh | Cardio protect | NR2E3 ag-1 | TRPM1 prom inh | Shn3 3UTR inh | CaV13 FRET inh | hiPSC survival | NR2E3 ag-2 | PDI turbidity
> CCc1nn(C(CC)C(=O)NCCCc2ccccc2)c(=O)c2cc3occc3n12 (stereo unspecified)
    7 | 29 | 15 | -6 | 0 | 4 | -1 | -5 | -0.6 | -7 | -5
> COc1ccc(-n2nc(C(=O)NCC(=O)NC3CCCC(C)C3C)c3ccccc3c2=O)cc1 (stereo unspecified)
    -1 | 14 | 13 | 9 | 4 | 8 | 27 | -7 | 0.0 | -14 | 1
> Cc1ccc2nc(SCC(=O)NCc3ccco3)nc(=O)n2c1
    -3 | 13 | 7 | 0 | 1 | -7 | -7 | -16 | 0.3 | -9 | 6
> O=C(NCc1cccs1)C(=O)c1cn(CC(=O)N2CCOCC2)c2ccccc12
    -2 | -2 | -16 | -1 | 0 | -8 | -12 | -2 | 0.0 | -8 | -7
> Cc1nn2c(NCCN(C)C)c3c(nc2c1-c1ccccc1)CCCC3
    -4 | 11 | -5 | 2 | 0 | -30 | 0 | -15 | -0.3 | 21 | 10
> CC(C)(CNC(=O)c1ccc([N+](=O)[O-])c(Cl)c1)CNC(=O)c1ccc([N+](=O)[O-])c(Cl)c1
    -1 | -51 | -47 | -32 | 2 | 1 | 7 | -2 | 6.0 | -25 | -5
> Cc1cc(C)n2nc(SCc3ncc(-c4ccccc4)o3)nc2n1
    4 | 0 | 2 | 6 | -3 | -25 | 9 | -5 | 2.7 | 13 | -1
> O=C(NNC(=S)NC(=O)c1ccc(Br)cc1)c1cccc([N+](=O)[O-])c1
    3 | 12 | -2 | 33 | -2 | -3 | 17 | -7 | 0.3 | -31 | -4

Carrying on.
smiles	HTR2A ag	Peg3 promoter	HIF-2a inh	Cardio protect	NR2E3 ag-1	TRPM1 prom inh	Shn3 3UTR inh	CaV13 FRET inh	hiPSC survival	NR2E3 ag-2	PDI turbidity
CCN1CCc2nc(NC(=O)c3ccc4c(c3)OCCO4)sc2C1	4	-184	-135	3	0	-54	-65	-5	-0.9	-44	-7
NC(=O)c1ccc(NS(=O)(=O)c2ccc(Br)s2)cc1	1	3	2	-1	-1	-8	1	-5	0.3	-7	-2
CC(=O)c1ccc(NC(=O)CCCN2C(=O)/C(=C/C(C)=C/c3ccccc3)SC2=S)cc1	3	-112	-97	-2	-2	-44	2	-17	-1.0	-8	5
Cn1c(CNC(=O)C(Cc2ccccc2)NC(=O)c2ccccc2)cc(=O)n(C)c1=O (stereo unspecified)	-5	9	6	0	0	-9	-7	-6	0.4	-13	2
CC1CC(c2ccccc2)n2nc(NC(=O)CCc3ccccc3)nc2N1 (stereo unspecified)	1	-9	3	-17	4	12	6	-5	-1.3	22	-1
Cc1oc(S(=O)(=O)N2CCOCC2)cc1C(=O)Nc1ccc(F)cc1	2	11	18	-4	-2	0	4	-3	-0.7	3	-2
CC(C)(C)c1ccc(C(=O)N2CCCN(c3ccc([N+](=O)[O-])cn3)CC2)cc1	1	33	21	-5	-1	10	-14	-8	0.1	-30	1
COc1ccc(S(=O)(=O)N(C)C)cc1NC(=O)C1CCN(c2ncnc3sc(C)c(C)c23)CC1	-11	49	26	10	.	2	?	-5	-1.6	2	4
